FECH block: inhibitors of human ferrochelatase. AID 1671448. 3.3% of 20,000 active. calls only at 10 µM (by protocol). purified FECH, Ni-mesoporphyrin absorbance 550 nm;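 active means enzyme reaction rate more than 3 SD below the solvent-only control wells on the same plate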;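 further: lower slope than DMSO wells means FECH inhibition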
Target sequence (P22830 whole entry, looked up): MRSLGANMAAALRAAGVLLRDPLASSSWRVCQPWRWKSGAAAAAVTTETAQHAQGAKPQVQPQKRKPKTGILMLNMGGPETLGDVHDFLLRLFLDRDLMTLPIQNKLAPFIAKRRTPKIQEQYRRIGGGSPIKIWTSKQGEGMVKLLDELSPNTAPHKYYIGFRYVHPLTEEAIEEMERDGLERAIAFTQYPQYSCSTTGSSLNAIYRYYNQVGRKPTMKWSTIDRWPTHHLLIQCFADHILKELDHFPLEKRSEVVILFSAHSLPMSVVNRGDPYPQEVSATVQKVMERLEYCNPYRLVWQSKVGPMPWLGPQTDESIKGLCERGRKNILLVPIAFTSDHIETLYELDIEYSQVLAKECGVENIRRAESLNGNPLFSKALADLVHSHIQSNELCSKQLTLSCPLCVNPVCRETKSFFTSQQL
Calls only; i = inactive; + = active, no number.

No.	SMILES	FECH block
1	Cc1cccc(Cn2c(Cc3c[nH]c4ccccc34)n[nH]c2=O)c1	i
2	CC(C)(C)CN1CC(NC(=O)c2cc(=O)[nH]c3ccc(F)cc23)CC1=O (configuration not stated)	i
3	CCC(=O)Nc1ccccc1-c1nnc(SC(C)C(=O)Nc2ccc(C(C)=O)cc2)[nH]c1=O (configuration not stated)	i
4	CC(Cc1cccs1)Nc1ccnc(C(=O)NCc2cccnc2)c1 (configuration not stated)	i
5	Cc1ccc(CN(C)C(=O)Cn2nnnc2C)o1	i
6	COc1ccc(NC(=O)C2CCN(c3ccc(-c4ccccc4)nn3)CC2)c(OC)c1	i
7	COc1ccc(N2CCCS2(=O)=O)cc1NC(=O)COc1cccc(C)c1	i
8	COc1ccc(C(=O)Nc2ccc(C)c(OCc3cc(=O)n4cccc(C)c4n3)c2)cc1	i
9	COC(=O)c1cc2n(n1)CCCN(C(=O)c1c(C)[nH]c(C(C)=O)c1C)C2	i
10	O=C(CCN1CCC(c2nnc3ccccn23)CC1)NC1CCCCCC1	i
11	CCN1C(SCC(=O)N(C)c2ccccc2)=NS(=O)(=O)c2ccccc21	+
12	CCCCN(Cc1ccccc1F)C(=O)c1ccc(=O)[nH]c1	i
13	O=C(NCC(=O)N1CCC2(CC1)NCCNC2=O)c1ccccc1	i
14	CCCn1cnnc1CN(C)Cc1nc(-c2ccco2)oc1C	i
15	COc1ccc(NC(=O)N2CCCC2C(=O)NCc2ccco2)cc1 (configuration not stated)	i
16	Cc1ccc2nc(C)c(C(=O)NC3CC(=O)N(CCc4ccccc4)C3)n2c1 (configuration not stated)	i
17	Cc1cnc(N2CCc3[nH]nc(C(C)C)c3C2)nc1N(C)C	i
18	Cc1ccc(Nc2cc(C)nc(N3CCN(S(=O)(=O)c4cccc(C)c4)CC3)n2)cc1	i
19	O=S(=O)(c1cc(Cl)c(Cl)s1)N1CCn2cncc2C1	i
20	CC(C)CCNC(=O)NCCc1nc2cccnc2n1C1CCCCC1	i
21	Cc1ccc2nc(C(NC(=O)c3ccncc3)C(C)C)[nH]c2c1 (configuration not stated)	i
22	CCc1cc(Sc2ccc(NC(=O)c3ccccc3)cc2)n2ncnc2n1	i
23	Cn1c(=O)n(CCOc2ccc(F)cc2)c(=O)c2cnc(-c3ccc(Cl)cc3)nc21	i
24	Cc1cccc(C(=O)N(Cc2nc3nc(C)cc(C)n3n2)c2ccccc2Cl)c1	i
25	Cc1c(C(=O)N2CCCC(N3CCc4ccccc4C3)C2)cnc2ccnn12 (configuration not stated)	i
26	CCCS(=O)(=O)N1CCC(n2c(-c3ccccc3)nc3cccnc32)CC1	i
27	CC(C)CN(Cc1ccsc1)C(=O)Cn1cnc2ccsc2c1=O	i
28	COc1ccc(CN2CCC(CNC(C)=O)C2)c(OC)c1C (configuration not stated)	i
29	CCc1nc2c(N3C[C@H]4CC=CC[C@H]4C3)ncnc2o1	i
30	CCOC(=O)Cn1c(=O)n(-c2ccc(F)cc2)c2nc(-c3cccnc3)nc(C(N)=O)c21	i
31	Cc1cnn(C(C)C2CC2)c1NC(=O)c1ccc(Cn2cnnn2)cc1 (configuration not stated)	i
32	CC(C)c1cc(N2CCCCC2)n2nc(-c3cccnc3)nc2n1	i
33	Cn1nnc2cc(C(=O)N3CCCC4(C=Cc5ccccc5O4)CC3)ccc21 (configuration not stated)	i
34	COc1ccc(C(=O)Nc2cc(C)nn2-c2ncnc3c2cnn3-c2ccc(F)cc2)cc1OC	i
35	CCCc1c(C)nc2ncnn2c1Sc1ccc(NC(=O)Nc2ccc(F)cc2F)cc1	i
36	Cc1ccc2[nH]c(=O)cc(C(=O)N(C)Cc3csc(C(C)C)n3)c2c1	i
37	O=C(c1csc(S(=O)(=O)NCc2ccc(F)cc2)c1)N1CCCC1	i
38	COC(=O)[C@H]1C[C@@H](O)CCN1C(=O)c1ccc(-n2cccn2)cc1	i
39	O=S(=O)(NCCn1c(C(F)(F)F)nc2cccnc21)c1cccc2nsnc12	i
40	CCCS(=O)(=O)N1CCN(c2nc(C)cc(N(C)C)n2)CC1	i
41	CC(=O)Nc1ccc(S(=O)(=O)N2CCN(c3cc(-c4ccccc4C)ncn3)CC2)cc1	i
42	CNc1cc(C(=O)N(Cc2noc(C)n2)C(C)C)ccn1	i
43	O=S(=O)(NCCn1c(-c2ccc(F)cc2)nc2cccnc21)c1ccccc1Cl	i
44	CC(C)n1cc(C(=O)N2CCC(c3[nH]ncc3-c3cccc(F)c3)CC2)cn1	i
45	Cc1onc(C(=O)NCc2cccnc2Oc2ccccc2F)c1CO	i
46	Cc1ccc(N2C(=O)CCS2(=O)=O)cc1S(=O)(=O)Nc1c(C(C)C)cccc1C(C)C	i
47	CCC1CN(C(=O)c2ccccc2NC(=O)c2ccc(C)o2)CCN1 (configuration not stated)	i
48	Cn1ccnc1-c1nccn1CC1CCN(Cc2ccccc2)CC1	i
49	COc1ccc(OC)c(NC(=O)CSCc2nc(-c3ccccc3)no2)c1	i
50	Cc1sc2nc(CCN)nc(NCCCc3ccncc3)c2c1C	i
51	CCCCNC(=O)CSCc1nc(-c2ccc(Cl)cc2)no1	i
52	CC(=O)Nc1cccc(-c2cncc(C(=O)N3CCOCC3)n2)c1	i
53	Cc1cc2nc(CN3CC(=O)N4CC[C@@H](O)C[C@H]4C3=O)[nH]c2cc1C	i
54	Cc1ccccc1S(=O)(=O)NCc1nc2cccnc2n1C1CCCC1	i
55	Cc1cc(N2CCCC2)nc(Nc2ccc(NC(=O)C(C)C)cc2)n1	i
56	CCC1=NOC(C(=O)NCc2ccccc2-n2ccnc2C)C1 (configuration not stated)	i
57	CCCc1c(C)nc2ncnn2c1Sc1ccc(NC(=O)Nc2ccccc2F)cc1	i
58	Cc1ccc(-n2c(CN3CCN(S(=O)(=O)c4ccc(C(C)C)cc4)CC3)nc3cccnc32)cc1	i
59	CCC1=C(c2ccc(OC)cc2)S(=O)(=O)N(CC(=O)Nc2cccc(SC)c2)C1=O	i
60	C=CCOc1c(Cl)cc(C(=O)NCCc2cnc[nH]2)cc1Cl	i

Next part:
No.	SMILES	FECH block
61	Cc1cc(C)c(CN2CCN(Cc3ccc(F)cc3)S2(=O)=O)c(C)c1	i
62	COCCN1CCCC(O)(CN(C)Cc2cnccn2)C1=O (configuration not stated)	i
63	Nc1cc(N2CCc3[nH]nc(C(c4ccccc4)c4ccccc4)c3C2)ncn1	i
64	Cc1ccc(C2(O)CCN(C(=O)c3cnc(-c4cccnc4)nc3)CC2)nc1	i
65	CCOc1ccc(CCNC(=O)c2cc3n(n2)CC(C)(C(=O)NCc2ccc(F)cc2)N(C)C3=O)cc1 (configuration not stated)	i
66	CC(=O)N1CCc2c(nc(-c3ccccn3)nc2NCCc2ccc(F)cc2)C1	i
67	COc1ccc(N2C(=O)CCS2(=O)=O)cc1S(=O)(=O)NCc1ccc(Cl)cc1	i
68	O=C(c1ccc2oc(=O)n(Cc3ccccc3)c2c1)N1CCN(Cc2ccccc2)CC1	+
69	O=C(c1ccc(O)cn1)N1CCc2[nH]nc(-c3ccc(-c4ccccc4)cc3)c2C1	i
70	C=CCN(Cc1ccc(C)s1)C(=O)[C@@H](N)Cc1cscn1	i
71	Cc1c(S(=O)(=O)N2CCN(c3cc(-c4ccccc4)ncn3)CC2)cnn1C(F)F	i
72	CCCc1cc(=O)n2[nH]c(CNc3ccc(Cl)cc3)nc2n1	+
73	COc1ccc(NC(=O)CN2CCCN(Cc3ccc(C)cc3)S2(=O)=O)c(OC)c1	i
74	Cc1ccc(F)cc1CC(=O)N(C)CCc1scnc1C	i
75	Cc1ccc(C)c(-c2[nH]ncc2CN(C)Cc2ncc[nH]2)c1	i
76	Cc1cccc2[nH]c(CCN(C)C(=O)c3cc(C4CC4)[nH]n3)nc12	i
77	OCCNc1cc(-c2ccc3c(c2)OCO3)c2cc[nH]c2n1	i
78	Cc1ccc(-c2cc(N3CCN(S(=O)(=O)c4ccc(C)cc4C)CC3)ncn2)cc1	i
79	O=C(CSc1ccncc1)N1CCCC(c2ccccc2)C1 (configuration not stated)	i
80	COCCCNC(=O)CSc1nc(-c2ccc3c(c2)OCO3)nc2cc(=O)[nH]n12	i
81	Cc1cc(C)c2c(c1)NC(=O)C2CC(=O)NCCc1ncccc1C (configuration not stated)	i
82	CN1CCC2(CC1)CN(C(=O)c1ccc(-c3nnn(C)n3)cc1)CCN2C	i
83	COc1ccc(CCNc2ncnc3oc4c(c23)CCCC4)c(OC)c1	i
84	COc1ccc(Nc2nc(-c3nnc(-c4ccc(C)cc4)o3)nc3ccccc23)cc1OC	i
85	COc1ccc(Nc2cc(C)nc(Nc3ccc(NC(=O)c4ccccc4)cc3)n2)cc1	i
86	CN(Cc1ccccc1)c1ncc(NS(=O)(=O)c2cccc(F)c2)cc1C(=O)O	i
87	O=C(Cc1cccnc1)NCc1ccc(-c2ccc(F)cc2)o1	i
88	CCc1cccc(C)c1NC(=O)CN1CCN(Cc2ccc(F)cc2Cl)S1(=O)=O	i
89	Cc1ccc(Cn2c(CNC(=O)c3ccncc3)nc3cccnc32)cc1	i
90	CCOc1ccc(NC(=O)CN2CCCN(Cc3cccc(C)c3)S2(=O)=O)cc1	+
91	O=C(NCCC1COc2ccccc2O1)c1ccc(NCC2CC2)nc1 (configuration not stated)	i
92	C=CCn1cc(CN(C)Cc2cc(-c3cccnc3)no2)c(C)n1	i
93	COc1ccc(N2CC(NC(=O)c3ccc(OC(C)C)cc3)CC2=O)cc1 (configuration not stated)	i
94	O=C(NC1CC1)C1CN(Cc2cnn(-c3cccc(F)c3)c2)CCN1 (configuration not stated)	i
95	Cc1nc(CCNC(=O)CCc2n[nH]c3c2CCCC3)nc2c1CCCC2	i
96	COc1ccc(C)cc1-n1c(Cn2ccnc2)nnc1SCC(=O)O	i
97	Cc1nnsc1C(=O)N1CCC(c2n[nH]c(=O)n2-c2ccccc2)CC1	i
98	OCc1ccc(-c2nccn2Cc2cn3c(n2)SCC3)o1	i
99	Cc1ccc(OCC(=O)N2CCC3(CC2)C(=O)N(C)c2ccccc23)cc1	i
100	Cc1ccc(C2=CC(c3ccccc3Cl)n3nc(NC(=O)c4ccc(Cl)cc4)nc3N2)cc1 (configuration not stated)	i
101	Cc1ccc(NC(=O)NCCc2nc3cccnc3n2C2CCCCC2)cc1F	i
102	CCc1c(C)nc2ncnn2c1Sc1ccc(NS(=O)(=O)c2ccc(C(C)(C)C)cc2)cc1	i
103	COC(C)(C)CC(C)NCCc1nc2c(C)c(C)ccc2[nH]1 (configuration not stated)	i
104	CN(C1CCCCC1)S(=O)(=O)c1ccc2c(c1)NC(=O)CC(=O)N2	i
105	CCO[C@H]1COC[C@@H]1NC(=O)Cn1cc(Cl)c(C)n1	i
106	CN1C(C)(C)CC(Nc2nc(-c3ccccn3)nc3c2CCNC3)CC1(C)C	i
107	Cn1c(=O)c(C(=O)N2CCN(c3cccc(Cl)c3)CC2)nc2ccccc21	i
108	Cc1ccc(OC2(C(=O)NC(C)c3cccnc3)CCNCC2)cc1 (configuration not stated)	i
109	Cc1cccc(S(=O)(=O)N2CCN(c3nc(C)cc(N(C)C)n3)CC2)c1	i
110	COc1cccc(-n2cc(CN(C)C(=O)Nc3nc(C)ns3)cn2)c1	i
111	COc1cccc(-c2nc(CSc3nc(C)c(Cc4ccccc4)c(=O)[nH]3)c(C)o2)c1OC	i
112	CCOC(=O)c1ccccc1NC(=O)CN1CCN(Cc2ccc(F)cc2)S1(=O)=O	i
113	CC(C)CCN1C(=O)c2ccccc2CC1(C)C(=O)NC1CCC(C)CC1 (configuration not stated)	i
114	CCc1c(C)nc2ncnn2c1Sc1ccc(NC(=O)Nc2ccc(F)cc2F)cc1	i
115	Cc1cccc(-n2cc(CNC(=O)C3CC(=O)N(CC(C)C)C3)cn2)c1 (configuration not stated)	i
116	COCCn1cncc1Cn1cnc(-c2ccccc2)c1-c1ccsc1	i
117	CCc1nccc(-c2c(-c3ccccc3)ncn2CC2(CO)CCOCC2)n1	i
118	Cc1ccc(CN(C(=O)CCCN2CCCC2=O)C2CCCC2)s1	i
119	CC(C)Nc1cc(N2CCCC(c3ccn[nH]3)C2)ncn1 (configuration not stated)	i
120	O=C(NCCN1CCCCC1)C1CCCN1c1nnc(N2CCCC2=O)s1 (configuration not stated)	i

Additional entries:
No.	SMILES	FECH block
121	O=C(NCc1n[nH]c(=O)c2ccccc12)C(=O)N1CCCCCC1	i
122	Cc1nc(C(C)N(C)Cc2ccc(-c3ccn[nH]3)o2)c(C)s1 (configuration not stated)	i
123	N[C@@H]1c2ccccc2C2(CCN(C(=O)c3nccc4ccccc34)CC2)[C@H]1O	i
124	CCS(=O)(=O)Cc1nc2c([nH]1)CC(c1ccc(F)cc1)CNC2=O (configuration not stated)	i
125	CCn1c(=O)n(Cc2cccc(Cl)c2)c(=O)c2cnc(-c3ccc(OC)cc3)nc21	+
126	CC1=C(C(=O)N2CCc3sccc3C2)C(C)NC(=O)N1 (configuration not stated)	i
127	CC(=O)N1c2ccc(S(=O)(=O)N3CCCCC3)cc2CC1C(=O)Nc1nc2ccccc2s1 (configuration not stated)	i
128	O=C(c1cc2sccc2[nH]1)N1CCCC(Cn2ccnc2)C1 (configuration not stated)	i
129	O=C(c1cnn2ccccc12)N1C[C@H]2C[C@H](O)[C@H](O)C[C@H]2C1	i
130	CN1[C@@H](c2ccccc2)[C@@H](C(=O)NCCn2ccnc2)C[C@@]1(C)C(=O)O	i

Among those listed so far, these have a furan ring, fused or not:
No.	SMILES	FECH block
5	Cc1ccc(CN(C)C(=O)Cn2nnnc2C)o1	i
14	CCCn1cnnc1CN(C)Cc1nc(-c2ccco2)oc1C	i
15	COc1ccc(NC(=O)N2CCCC2C(=O)NCc2ccco2)cc1 (configuration not stated)	i
47	CCC1CN(C(=O)c2ccccc2NC(=O)c2ccc(C)o2)CCN1 (configuration not stated)	i
83	COc1ccc(CCNc2ncnc3oc4c(c23)CCCC4)c(OC)c1	i
87	O=C(Cc1cccnc1)NCc1ccc(-c2ccc(F)cc2)o1	i
98	OCc1ccc(-c2nccn2Cc2cn3c(n2)SCC3)o1	i
122	Cc1nc(C(C)N(C)Cc2ccc(-c3ccn[nH]3)o2)c(C)s1 (configuration not stated)	i

Only part of the results is shown. The share of hits here may be higher or lower than overall.
